Bioassay records: PubChem BioAssay, several laboratories
MrgX1 ag: human MrgX1 receptor agonism, primary screen | AID 588627 | Q96LB2 | MrgX1-HEK293 cells, Fluo-4 calcium fluorescence, agonist mode; active compounds read high | B-score at 10 µM | actives 0.44% (n = 310,000);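 active means calcium response B-score plate-corrected fluorescence ratio at least 3 library SD, with starting fluorescence B-score inside 5 SD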
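Material: HEK293 cells stably expressing human MrgX1 receptor | Quantity: 15,000 cells per well | Times: Cells plated overnight, dye loaded 0.5 h 37 °C, 0.5 h room temperature | Measured by: Kinetic Fluo-4 NW fluorescence of intracellular calcium | Control set: Positive and negative controls per plate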
MrgX1 PAM: allosterically activates human MrgX1 receptor signaling. Q96LB2. MrgX1-HEK293, Fluo-4 calcium flux, FDSS; active compounds read high. B-score at 10 µM. actives 0.63% (n = 310,000);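 active means plate-corrected calcium response at least 3 library SD above typical, normal starting fluorescence, not activating the receptor alone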;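 further: compound read alongside a low EC10 to EC30 dose of BAM8-22 agonist; peak minus trough fluorescence over baseline measured at the second addition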
RGS4 block: human RGS4 inhibition; P49798; HEK293 M3R/RGS4 inducible, Fluo-4 calcium flux; active compounds read high; triggered by carbachol at its EC20; B-score at 10 µM; actives 0.45% (n = 310,000); AID 463165;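 active means B-score, a plate-corrected calcium signal, over three deviations above library mean, with baseline fluorescence within five deviations of library mean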;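 further: RGS4 expression induced by doxycycline in cells with stable M3 receptor; B-score is computed from the integrated fluorescence ratio over baseline after carbachol; higher B-score means a larger calcium signal and so more RGS4 inhibition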
Target sequence (P49798 whole entry, looked up): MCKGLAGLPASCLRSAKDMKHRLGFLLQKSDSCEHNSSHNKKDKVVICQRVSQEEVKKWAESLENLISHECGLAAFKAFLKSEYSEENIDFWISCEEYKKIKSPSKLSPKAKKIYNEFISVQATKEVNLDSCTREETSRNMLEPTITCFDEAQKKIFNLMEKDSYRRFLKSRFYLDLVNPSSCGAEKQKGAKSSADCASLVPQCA
TRPC6 inh: mouse TRPC6 channel inhibition. actives 1.1% (n = 310,000). AID 2553. B-score at 10 µM. HEK293-TRPC6, membrane potential dye, ACh-evoked depolarization; active compounds read low. Q61143;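 active means B-score under library mean minus 3 SD, initial fluorescence not abnormally high, positive integrated signal ratio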;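 further: B-score derived from integrated fluorescence ratio over the kinetic read; more negative B-score means stronger inhibition of depolarization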
Target sequence (Q61143 whole entry, looked up): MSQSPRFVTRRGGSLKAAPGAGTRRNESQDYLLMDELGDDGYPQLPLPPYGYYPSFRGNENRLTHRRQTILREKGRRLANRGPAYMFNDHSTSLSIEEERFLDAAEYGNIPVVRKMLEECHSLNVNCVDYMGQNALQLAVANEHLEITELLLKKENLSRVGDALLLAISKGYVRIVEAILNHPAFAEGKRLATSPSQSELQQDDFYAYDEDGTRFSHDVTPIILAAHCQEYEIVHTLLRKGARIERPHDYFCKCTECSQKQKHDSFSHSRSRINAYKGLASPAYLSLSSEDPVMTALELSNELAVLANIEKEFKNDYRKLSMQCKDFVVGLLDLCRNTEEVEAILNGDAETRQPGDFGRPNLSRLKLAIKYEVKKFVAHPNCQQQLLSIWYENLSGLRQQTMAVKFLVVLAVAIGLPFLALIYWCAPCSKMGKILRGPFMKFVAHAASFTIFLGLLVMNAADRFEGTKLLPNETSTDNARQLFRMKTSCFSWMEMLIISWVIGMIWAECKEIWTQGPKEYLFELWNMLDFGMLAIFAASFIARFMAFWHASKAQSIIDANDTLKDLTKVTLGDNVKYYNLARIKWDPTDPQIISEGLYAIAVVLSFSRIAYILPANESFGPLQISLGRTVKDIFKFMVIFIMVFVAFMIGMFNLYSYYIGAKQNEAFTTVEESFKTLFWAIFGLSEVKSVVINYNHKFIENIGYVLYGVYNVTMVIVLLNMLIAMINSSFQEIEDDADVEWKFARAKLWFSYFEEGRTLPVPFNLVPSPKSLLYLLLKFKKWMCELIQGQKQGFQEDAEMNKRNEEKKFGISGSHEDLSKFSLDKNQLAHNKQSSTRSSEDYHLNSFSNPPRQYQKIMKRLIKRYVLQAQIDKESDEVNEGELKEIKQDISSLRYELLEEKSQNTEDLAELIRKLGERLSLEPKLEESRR
Platelet DG rel: platelet dense granule release activity; actives 0.22% (n = 300,000); human platelet-rich plasma, SFLLRN dense granule ATP release, luminescence; inhibition, %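 (compounds screened at 7.5 µM in platelet-rich plasma)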;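 active means mean replicate score, as percent of positive control, at or above 50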
SKKanGAS inh: SKKanGAS growth inhibition. S. pyogenes SKKanGAS, kanamycin growth, BacTiter-Glo, 6 h. actives 1.3% (n = 300,000). inhibition, % at 7.5 µM;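 active means mean replicate score, as percent of positive control median, at least 50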;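 further: strain carries kanamycin resistance gene driven by streptokinase promoter and grows in 40 µg/ml kanamycin; loss of luminescence reflects streptokinase promoter inhibition or plain growth inhibition; 0% = median of DMSO wells and 100% = positive control at its reference dose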
HIF activator: HIF pathway transcriptional activation; U2OS HRE-luciferase reporter, luminescence; normalized: DMSO 0%, desferrioxamine 100%; actives 0.32% (n = 300,000); activation, % at 7.5 µM (by protocol); AID 1910;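 active means mean activation of at least 10% of the iron chelator positive control signal, with at least half of replicates also reaching 10%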
TRPC4 block: inhibitors of mouse TRPC4 channel; Q9QUQ5; B-score at 10 µM; HEK293 TRPC4beta/mu-opioid, DAMGO-evoked Fluo4 calcium flux; active compounds read low; actives 0.39% (n = 300,000);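 active means B-score over 3 SD under the library average, no early fluorescence shift, positive overall ratio signal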
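Assay system: Stable TRPC4beta/mu-opioid receptor HEK293 cells | Reagent: DAMGO in two steps, submaximal then maximal | Compound dosing: Single concentration per test compound | Signal: Fluo4 Ca2+ flux fluorescence | Evaluation: Per-well B score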
RGS4 act: RGS4 potentiation or activation; AID 463111; actives 0.92% (n = 310,000); HEK293 M3R/inducible RGS4, carbachol calcium flux Fluo4; active compounds read low; B-score at 10 µM;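 active means B-score of the integrated calcium signal more than 4 SD below the library mean, with starting fluorescence not abnormally high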;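 further: negative B-score means reduced calcium response which marks RGS4 activation or potentiation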
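Assay system: HEK293 FlpIn-TREx cells, stable M3R, doxycycline-inducible RGS4 / Probe or stimulus: carbachol, ECmax concentration / Times: overnight RGS4 induction, 30 min dye load 37 °C, 20 min compound RT / Signal: kinetic calcium fluorescence imaging with Fluo4-AM dye, 2 µM / Measure: Agonist-evoked peak-minus-minimum fluorescence over baseline, integrated ratio, B score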
MrgX1 antag: human MrgX1 receptor antagonism, primary screen | B-score at 10 µM | AID 588676 | Q96LB2 | actives 1.3% (n = 310,000) | MRGX1-HEK293 calcium flux, Fluo-4, BAM8-22 antagonism; active compounds read low;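 active means calcium-response B-score plate-corrected more than 3 library SD below zero, starting fluorescence within 5 deviations, no agonist response on first addition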;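 further: peak minus trough fluorescence over baseline after final BAM8-22 challenge near maximal dose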
TRPC6 activator: mouse TRPC6 channel activation | HEK293-TRPC6 membrane potential dye fluorescence; active compounds read high | B-score at 10 µM | actives 0.13% (n = 310,000);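 active means B-score of the integrated fluorescence ratio above library mean plus 3 SD, and starting fluorescence ratio within library mean plus 5 SD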;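 further: higher score means more depolarization so channel activation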
Numbers without * were called inactive; i = inactive; . = not tested or not shown.

SMILES | MrgX1 ag | MrgX1 PAM | RGS4 block | TRPC6 inh | Platelet DG rel | SKKanGAS inh | HIF activator | TRPC4 block | RGS4 act | MrgX1 antag | TRPC6 activator
Cc1cc(C)c(NC(=O)c2ccc[n+](Cc3ccc([N+](=O)[O-])cc3)c2)c(C)c1 | i | i | i | i | 9 | 1 | -1.5 | i | i | i | i
O=c1cc(N2CCc3ccccc3C2)[nH]c(=O)n1C1CCCCC1 | i | i | i | i | 10 | 2 | -0.5 | i | i | i | i
O=C(Nc1cccc(-c2cn3c(n2)SCC3)c1)c1ccc2c(c1)OCO2 | i | i | i | i | 0 | 4 | 0.6 | i | i | i | i
Cc1cc(C)nc(NC(=NCCc2c[nH]c3ccccc23)NC(=O)Nc2ccc(Cl)c(Cl)c2)n1 | i | i | i | i | -7 | 7 | 0.0 | i | i | i | i
Cc1cc(NC(=O)C(=O)NCCN2CCN(C(=O)c3cccs3)CC2)ccc1Br | i | i | i | i | 11 | -9 | -0.3 | i | i | i | i
Cc1ccc2c(c1)N(CC(=O)Nc1ccc3c(c1)OCCO3)C(=O)CO2 | i | i | i | i | -32 | -3 | 0.1 | i | i | i | i
C=CCNC(=S)N/N=C/c1ccc(N(CC)Cc2ccccc2)cc1 | i | i | i | i | 5 | -2 | 0.1 | i | i | i | i
COc1ccc(OCCCc2c(C)n[nH]c2C)cc1 | i | i | i | i | 7 | 37 | 0.2 | i | i | i | i
O=S(=O)(c1ccc(Cl)cc1)N(Cc1ccccn1)Cc1ccccn1 | i | i | i | i | -6 | 0 | -24 | i | i | i | i
Cc1cccc(C(=O)NC(=S)NNC(=O)COc2c(C)cccc2C)c1 | 27* | i | i | i | 1 | 107* | 0.1 | i | i | i | i
COc1ccc(Cc2nnc(N)s2)cc1OC | i | i | i | i | -6 | 2 | -0.2 | i | i | i | i
COc1ccc(/C=C/C(=O)O)cc1S(=O)(=O)N1CCC(Cc2ccccc2)CC1 | i | i | i | i | -2 | 7 | -0.2 | i | i | i | i
C=CCc1cccc(CNc2nc3ccccc3n2C(C)C)c1O | i | i | i | i | 2 | 5 | -0.9 | i | i | i | i
CCOC(=O)c1sc(NC(=O)CN2C(=O)NC3(CCCCCCC3)C2=O)c(C(=O)OCC)c1C | i | i | i | i | -4 | 13 | -0.1 | i | i | i | i
COc1ccc(-c2cc(C(=O)N3CCN(C(c4ccccc4)c4ccccc4)CC3)no2)cc1OC | i | i | i | i | -7 | 3 | -0.7 | i | i | -5.3* | i
Cc1[nH]n(-c2ccccc2)c(=O)c1C(C[N+](=O)[O-])c1ccc(F)cc1 (centres undefined) | i | i | i | i | -10 | 9 | 0.4 | i | i | i | i
O=C(NC1CCCCC1)C(c1ccncc1)N(C(=O)Cc1cccs1)c1ccccc1 (centres undefined) | i | i | i | i | 1 | -8 | 0.1 | i | i | i | i
CC(C)N=C1NN=C(c2cccs2)C(CC(=O)O)S1 (centres undefined) | i | i | i | i | 1 | 5 | -0.2 | i | i | i | i
O=C(Nc1ccc2c(c1)OCO2)c1c[nH]c(=O)n(-c2ccc(F)cc2)c1=O | i | i | i | i | -9 | 6 | 0.1 | i | i | i | i
CC(=O)c1cccc(NC(=O)c2ccc3c(c2)CCCC3)c1 | i | i | i | i | -3 | 6 | 2.1 | i | i | i | i
O=S(=O)(c1cccc(S(=O)(=O)N2CCCC2)c1)c1cccc(S(=O)(=O)N2CCCC2)c1 | i | i | i | i | -2 | -4 | -0.9 | i | i | i | i
CCC(CO)Nc1ncc([N+](=O)[O-])cc1C#N (centres undefined) | i | i | i | i | 5 | -2 | -0.2 | i | i | i | i
N#CCCn1c(C2CCCCC2)nc2ccccc21 | i | i | i | i | -2 | 1 | -0.2 | i | i | i | i
CC(=O)Nc1ccc(S(=O)(=O)Oc2cccc(N3C(=O)C4CC=CCC4C3=O)c2)cc1 (centres undefined) | i | i | i | i | -9 | -5 | -0.2 | i | i | i | i
O=C(Nc1ccccc1N1CCCCC1)C1CCN(S(=O)(=O)c2cccc(C(F)(F)F)c2)CC1 | i | i | i | i | 8 | 17 | 0.4 | i | i | i | i
CN(C)c1ccc(C=NCCC2(c3ccccc3)CCOC(C)(C)C2)cc1 (centres undefined) | i | i | i | i | -6 | -12 | -0.2 | i | i | i | i
O=C(CC1SC(=Nc2ccccc2)N(Cc2ccccn2)C1=O)Nc1ccc(Br)cc1 (centres undefined) | i | i | i | i | -15 | 27 | 0.2 | i | i | i | i
C=CCSc1nc2nc(C)cc(C)n2n1 | i | i | i | i | 5 | 5 | 0.0 | i | i | i | i
C=CCn1c(-c2ccccc2[N+](=O)[O-])n[nH]c1=S | i | i | i | i | 1 | 0 | 0.3 | i | i | i | i
NC(=O)CCCn1c(C(=O)c2ccc(Cl)cc2)c2ccc(C(F)(F)F)cc2[n+]1[O-] | i | i | i | i | -1 | 1 | 2.1 | i | i | i | i
CCCCCOC(=O)Cn1c(=O)oc2ccccc21 | i | i | i | i | -5 | -4 | -0.2 | i | i | i | i
CCn1c(SCC(=O)NC2CCCCC2)nc2c(c1=O)SC(C)C2 (centres undefined) | i | i | i | i | -3 | 2 | -0.4 | i | i | i | i
CSc1nc(N)c(C(=O)Nc2ccc([N+](=O)[O-])cc2)s1 | i | i | i | i | 13 | 2 | -0.1 | i | i | i | i
CCCOc1ccc(N2C(=O)CC(N(CCc3ccc(OC)c(OC)c3)C(=O)c3ccccc3)C2=O)cc1 (centres undefined) | i | i | i | i | 1 | 13 | -0.1 | i | i | i | i
CS(=O)(=O)c1ccc2nc(NC(=O)c3cccc(Cl)c3)sc2c1 | i | i | i | i | 5 | 5 | 1.1 | i | i | i | i
CCOC(=O)COc1ccc(S(=O)(=O)N2CCN(c3ccccc3F)CC2)cc1 | i | i | i | i | -2 | -8 | 0.0 | i | i | i | i
CCCn1c(/C=C/c2ccccc2)nc2ccccc21 | i | i | i | i | 4 | 2 | . | i | i | i | i
N/C(=N\OC(=O)CSc1ccccc1)c1cccc([N+](=O)[O-])c1 | i | i | i | i | 7 | -4 | 1.9 | i | i | i | i
COc1ccccc1-n1c(C)c2c(OC)cccc(=O)c2c1C | i | i | i | i | -8 | -10 | -0.7 | i | i | i | i
COc1ccccc1C(=O)Nc1nc2cc3c(cc2s1)OCO3 | i | i | i | i | 3 | 1 | 2.0 | i | i | i | i
NC(=O)N/N=C\c1cccs1 | i | i | i | i | 4 | -1 | -1.0 | i | i | i | i
CCn1c(SCc2ccc([N+](=O)[O-])cc2)nnc1C(C)NC(=O)c1ccccc1Br (centres undefined) | i | i | i | i | -2 | -11 | -0.2 | i | i | i | i
Cc1ccc2cc(CN(CC3CCCO3)S(=O)(=O)c3ccc4c(c3)OCCO4)c(=O)[nH]c2c1C (centres undefined) | i | i | i | i | -5 | -12 | 3.0 | i | i | i | i
CN1CCN(c2nc(-c3ccccc3)c3cc(Cl)ccc3n2)CC1 | i | i | i | i | 2 | 3 | -1.0 | i | i | i | i
CCn1c(SCC(=O)Nc2ccc(N3CCOCC3)c(Cl)c2)nnc1-c1ccc(N)cc1 | i | i | i | i | 3 | 9 | 1.3 | i | i | i | i

Another view of part of the listing above:
compound	MrgX1 ag	MrgX1 PAM	RGS4 block	TRPC6 inh	Platelet DG rel	SKKanGAS inh	HIF activator	TRPC4 block	RGS4 act	MrgX1 antag	TRPC6 activator
NC(=O)N/N=C\c1cccs1	i	i	i	i	4	-1	-1.0	i	i	i	i
CCn1c(SCc2ccc([N+](=O)[O-])cc2)nnc1C(C)NC(=O)c1ccccc1Br (centres undefined)	i	i	i	i	-2	-11	-0.2	i	i	i	i

(listing goes on)
SMILES | MrgX1 ag | MrgX1 PAM | RGS4 block | TRPC6 inh | Platelet DG rel | SKKanGAS inh | HIF activator | TRPC4 block | RGS4 act | MrgX1 antag | TRPC6 activator
COC(=O)c1cccc(NC(=O)Cc2ccccc2[N+](=O)[O-])c1C | i | i | i | i | -4 | 1 | -0.2 | i | i | i | i
O=C(NN1C(=O)c2ccccc2NC1c1ccccn1)c1ccc([N+](=O)[O-])cc1 (centres undefined) | i | i | i | i | 25 | 1 | 0.8 | i | i | i | i
CSC1=NCCN1C(=O)c1ccc(C)cc1 | i | i | i | i | 0 | 1 | 0.2 | i | i | i | i
CC(=O)c1cccc(N2C(=NC(=O)C(C)C)SC3CS(=O)(=O)CC32)c1 (centres undefined) | i | i | i | i | 2 | 1 | -0.4 | i | i | i | i
COC(=O)COc1ccc(S(=O)(=O)Nc2ccc(C(N)=O)cc2)cc1Cl | i | i | i | i | -2 | -2 | 0.8 | i | i | i | i
CC(OC(=O)c1cccc(-n2cnnn2)c1)C(=O)Nc1ccc(F)cc1Cl (centres undefined) | i | i | i | i | 10 | -12 | -0.1 | i | i | i | i
Cc1ccc(C)c(OCC(=O)Nc2cc(C(=O)O)cc(C(=O)O)c2)c1 | i | i | i | i | 0 | -9 | -1.0 | i | i | i | i
CC(=O)Nc1ccc2nc(NC(=O)C(Cl)(Cl)Cl)sc2c1 | 29* | i | i | i | 1 | -24 | 1.5 | i | i | i | i
Cc1nnc(SCC(=O)NC2CC2)n1CC1CCCO1 (centres undefined) | i | i | i | i | 2 | 1 | -0.8 | i | i | i | i
CCc1cccc(CC)c1NC(=O)CO/N=C(\C)c1cccs1 | i | i | i | i | -3 | 4 | -0.9 | i | i | i | i
O=C(NC1CCCc2c1cnn2-c1cc(F)cc(F)c1)c1ccncc1 (centres undefined) | i | i | i | i | 1 | 3 | -1.2 | i | i | i | i
Cn1cccc1/C=C1\SC(=O)N(CC(=O)Nc2ccc(F)cc2)C1=O | i | i | i | i | 2 | 17 | 0.4 | i | i | i | i
COc1ccc(N2CCN(S(C)(=O)=O)CC2)cc1 | i | i | i | i | -5 | -15 | -0.2 | i | i | i | i
COC(=O)c1ccc(NC(=O)CN2CCN(c3ccccc3)CC2)cc1 | i | i | i | i | 0 | 3 | 0.2 | i | i | -6.7* | i
S=c1[nH]cc(-c2ccccc2)n1-c1ccccc1 | i | i | i | i | 0 | -2 | -24 | i | i | i | i
O=C(NC1CCCCC1)C(c1ccco1)N(C(=O)c1csnn1)c1cccc(F)c1 (centres undefined) | i | i | i | i | -1 | 0 | -0.1 | i | i | i | i

Compounds as they come. Share with any hit: about 6.1%.
